Compound activity (PubChem)
BLM helicase inh: qHTS Assay for Inhibitors of Bloom's syndrome helicase (BLM); AID 2528, 2010; 350,000 compounds, 0.2% hits; Potency, µM (doses to about 56.1 µM), without a hit: at the highest dose activity change, negative = inhibition, most hits filed as inhibitors; recombinant BLM DNA unwinding, fluorescence dequenching;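 also: plate controls were vehicle for no effect and no enzyme for full effect; nearly all actives have a fitted effect of over 35% in size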
JMJD2A Tudor inh: qHTS Assay for Inhibitors of JMJD2A-Tudor Domain; 390,000 compounds, 4.4% hits; Lysine-specific demethylase 4A (Homo sapiens), O75164; AlphaScreen JMJD2A-Tudor / H3K4me3 peptide binding; Potency, µM (series often up to 114 µM), for the others: top-dose activity change, negative = inhibition, actives largely listed as inhibitors; also: % is scaled to controls: 0 for no effect and ±100 for the full control effect; nearly all actives have a fitted effect of over 50% in size
Tb PGK inh: qHTS Assay to Find Inhibitors of Phosphoglycerate Kinase; Phosphoglycerate kinase, glycosomal (Trypanosoma brucei brucei), P07378; PGK/GAPDH coupled, Kinase-Glo luminescence, 60 min; Potency, µM (top dose mostly 57.5 µM), for inactives: at the top dose activity change, negative = inhibition, actives largely listed as inhibitors; 380,000 compounds, 0.043% hits; AID 602233, 2012; also: % is scaled to controls: 0 for no effect and ±100 for the full control effect; nearly all actives have a fitted effect of over 60% in size
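Recombinant glycosomal PGK reaction used 1,3-bisphosphoglycerate generated in-well by GAPDH (100nM final) in 100mM TEA pH 7.6, 5mM MgCl2, 0.01% Tween-20. After 60 minutes at room temperature, ATP was read by Kinase-Glo Plus luminescence end-point.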
GLS inhibitor: qHTS for Inhibitors of Glutaminase (GLS); Potency, µM (doses to about 45.5 µM), without a hit: top-dose activity change, negative = inhibition, actives largely listed as inhibitors; GLS enzymatic activity, qHTS titration; Glutaminase kidney isoform, mitochondrial (Homo sapiens), O94925; 410,000 compounds, 0.21% hits; also: % is scaled to controls: 0 for no effect and ±100 for the full control effect
Target sequence (O94925 whole entry, looked up, canonical isoform): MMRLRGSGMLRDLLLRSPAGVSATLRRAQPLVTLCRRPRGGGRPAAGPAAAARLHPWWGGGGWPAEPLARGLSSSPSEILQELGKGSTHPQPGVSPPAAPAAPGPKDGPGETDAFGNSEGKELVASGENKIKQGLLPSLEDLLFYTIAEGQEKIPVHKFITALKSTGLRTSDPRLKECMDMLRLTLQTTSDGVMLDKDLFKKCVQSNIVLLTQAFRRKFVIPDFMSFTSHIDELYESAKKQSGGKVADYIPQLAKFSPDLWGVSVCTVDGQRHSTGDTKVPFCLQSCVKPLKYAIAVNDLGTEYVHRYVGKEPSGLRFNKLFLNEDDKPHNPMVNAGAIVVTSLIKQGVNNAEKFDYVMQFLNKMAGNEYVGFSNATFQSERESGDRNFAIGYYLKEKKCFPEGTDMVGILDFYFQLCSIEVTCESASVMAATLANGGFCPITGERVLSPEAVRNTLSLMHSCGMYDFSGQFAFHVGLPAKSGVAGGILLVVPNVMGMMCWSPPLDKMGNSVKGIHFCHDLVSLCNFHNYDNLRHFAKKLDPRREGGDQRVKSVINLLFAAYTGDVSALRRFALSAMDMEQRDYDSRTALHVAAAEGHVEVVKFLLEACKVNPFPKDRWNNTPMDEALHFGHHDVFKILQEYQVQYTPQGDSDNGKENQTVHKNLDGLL
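hKGA in 45 mM KH2PO4 (pH 8.2), 0.02% Tween-20 with compound, then 1mM L-Glutamine (stock as added) plus glutamate oxidase/HRP/Amplex red coupling mix. Fluorescence read initially and after 30 min at RT; signal change reflects glutamate formation.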
G9a inh: qHTS Assay for Inhibitors of Histone Lysine Methyltransferase G9a; 350,000 compounds, 8.8% hits; AID 504332, 2011; G9a H3K9 monomethylation, AlphaScreen, 2 h; Potency, µM (titrated, usually from 102 µM), without a hit: at the top dose activity, negative = inhibition, hits mostly inhibitors; Histone-lysine N-methyltransferase EHMT2 (Homo sapiens), Q96KQ7; also: % is scaled to controls: 0 for no effect and ±100 for the full control effect; nearly all actives have a fitted effect of over 75% in size
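G9a (20 nM) was preincubated 15 min with compound, then reacted 2 h at room temperature with 500 nM biotin-H3K9 peptide and 20 µM SAM. Monomethyl-H3K9 detected by AlphaScreen using anti-H3K9me1 antibody.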
Pol iota inh: qHTS for Inhibitors of Polymerase Iota. 390,000 compounds, 1% hits. AID 588590, 2011. DNA polymerase iota (Homo sapiens), Q9UNA4. Potency, µM (series often up to 115 µM), inactives show at the highest dose activity, negative = inhibition, usual class: inhibitors. Pol iota fluorescent replication assay, 10 min
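Fluorescent replication assay read twice, at 0 min and 10 min after adding 50 nM (final) substrate. Enzyme (10 nM) and compounds were first incubated 15 min at room temperature; enzyme-free buffer wells were negative controls.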
BAZ2B block: qHTS Assay for Inhibitors of BAZ2B | 360,000 compounds, 4.4% hits | Bromodomain adjacent to zinc finger domain protein 2B (Homo sapiens), Q9UIF8 | Potency, µM (titrated, usually from 114 µM), inactives show at the top dose activity change, negative = inhibition, hits mostly inhibitors | AlphaScreen BAZ2B-H3K14Ac peptide displacement; also: % is scaled to controls: 0 for no effect and ±100 for the full control effect; nearly all actives have a fitted effect of over 60% in size
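AlphaScreen displacement: compounds (up to 110uM) incubated 30 min at room temperature with a preformed 50 nM BAZ2B/50 nM biotinylated H3K14Ac peptide complex in PBS pH 7.4 with Tween-20. Donor and acceptor beads at 10 ug/mL final added, 20 min light-protected before reading.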
Pin1 inh: qHTS Assay to Find Inhibitors of Pin1; Peptidyl-prolyl cis-trans isomerase NIMA-interacting 1 (Homo sapiens), Q13526; Pin1 FP peptide displacement, HiFluor488, 10 min; Potency, µM (doses to about 115 µM), for the others: top-dose activity, negative = inhibition, actives largely listed as inhibitors; 390,000 compounds, 0.009% hits; AID 504891, 2011; active = well fitted inhibition curve with a large enough effect in the polarisation, with a control signal flat, not every such curve was filed as active; inconclusive = small, poorly fitted or top-dose-only effect, or effect the other way, or a change in a side signal; inactive = no such curve, though single readings can be large or run the other way; the % refers to the polarisation; also: % is scaled to controls: 0 for no effect and ±100 for the full control effect
Target sequence (Q13526 whole entry, looked up): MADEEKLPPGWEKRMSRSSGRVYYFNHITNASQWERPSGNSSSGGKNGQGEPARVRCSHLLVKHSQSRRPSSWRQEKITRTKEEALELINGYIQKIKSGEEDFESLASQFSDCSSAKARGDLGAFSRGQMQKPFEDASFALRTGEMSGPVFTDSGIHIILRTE
HP1b chromo inh: HTS for Inhibitors of HP1-beta Chromodomain Interactions with Methylated Histone Tails; Potency, µM (top dose mostly 114 µM), without a hit: at the highest dose activity change, negative = inhibition, hits mostly inhibitors; AlphaScreen HP1-beta / biotin-H3K9me3 peptide binding; 390,000 compounds, 0.56% hits; AID 540317, 2011; Chromobox protein homolog 1 (Homo sapiens), P83916; also: nearly all actives have a fitted effect of over 70% in size; inactives centre near 23
Target sequence (P83916 whole entry, looked up): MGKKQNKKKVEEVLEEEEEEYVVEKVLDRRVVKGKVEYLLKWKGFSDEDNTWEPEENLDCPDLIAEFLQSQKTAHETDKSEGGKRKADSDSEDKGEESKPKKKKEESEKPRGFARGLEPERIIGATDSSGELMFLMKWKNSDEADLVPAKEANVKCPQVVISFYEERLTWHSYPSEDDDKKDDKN
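AlphaScreen: HP1-beta (50 nM) preformed 30 min with biotin-H3(1-18)K9me3 peptide (50 nM) in PBS pH 7.4, 0.01% Tween-20. Compound added for 30 min at RT, then streptavidin donor/nickel chelate acceptor beads (10 ug/mL) for 30 min.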
An asterisk follows results filed as active; i = inactive; ? = inconclusive; · = no result given; & = joins results of further samples; [ ] = remark or other dose. Unless noted, calls follow the shape of the dose curve; as a rule, active = well fitted curve in the direction sought with a large enough effect; inconclusive = small, poorly fitted or top-dose-only effect, or another doubt; inactive = no such curve, though single readings can be large; an effect the other way counts as inactive or inconclusive. Potency is read from the fitted curve at half-maximal effect. Only part of the results is shown, so the mix of outcomes need not match the whole.

Results follow in this order: Pin1 inh	Tb PGK inh	GLS inhibitor	G9a inh	JMJD2A Tudor inh	HP1b chromo inh	Pol iota inh	BLM helicase inh	BAZ2B block
Nc1nc(NCc2ccccc2)nc(NCc2ccccc2)c1[N+](=O)[O-]
 : 4%	8%	11%	2%[59 µM]	-14%	24%	9%	-2%	4%
COc1ccc(N2CCN(C(=O)C3CCCN3S(=O)(=O)c3cccc4nsnc34)CC2)cc1 (stereo unspecified)
 : 6%	-10%	23%	-20%	12%	43%[activator]	10%	-1%	-20%
O=C(NCCc1ccccc1)c1noc2c1CCc1ccccc1-2
 : 1%	1%	-3%	·	-17%	30%	-7%[58.9 µM]	0%	-30%
CCOc1ccccc1-c1nnc(SCc2ccc(Cl)cc2)o1
 : 28%	i	-5%	446%[activator][59 µM]	122%[activator]	323%[activator]	18%	-1%	·
CC(C)(C)C1CCc2sc(C(=O)NNC(=O)CCl)cc2C1 (stereo unspecified)
 : 2%	-6%	2%	-1%	4%	49%[activator]	?	-12%	-14%
O=C(CN1CCCCC1)N/N=C/c1ccc(Cl)cc1
 : 0%	-1%	-3%	27%	-7%	43%[activator]	-16%	-3%	?
CC(=O)c1cccc(N(CC(=O)N2CCOCC2)S(C)(=O)=O)c1
 : 1%	4%	4%	-30%[12.7 µM]	-8%	21%	-5%	0%	0%
CCNC(=O)C1CCN(S(=O)(=O)c2ccc3c(c2)CCCN3C(C)=O)CC1
 : -6%	-6%	0%	12%[59 µM]	1%	25%[57 µM]	18%	0%	10%
O=C(NCc1cccnc1)c1cc(-c2ccccc2)on1
 : ?	·	-3%	-5%[2.33 µM]	-21%	23%	8%	-1%	8%
COc1ccc(C2=NN(C(=O)c3cccs3)C(O)(C(F)(F)F)C2)cc1 (stereo unspecified)
 : 3%	-5%	3%	-27%	1%	49%[activator]	9%	-11%	13%
CCN(Cc1ccccc1)C(=O)Cn1cc2c(n1)CCCC2
 : -1%	0%	15%	-45%[59 µM]	-15%	31%	-17%	1%	6%
Cc1cccc(OCC(O)CN2C(C)(C)CC(O)CC2(C)C)c1 (stereo unspecified)
 : 0%	i	-17%	6%[59 µM]	0%[11.4 µM]	4%	-6%	-4%	4%
Cc1cccc(NS(=O)(=O)c2cc3c4c(c2)C(C)C(=O)N4CCC3)c1 (stereo unspecified)
 : 6%	1%	3%	-8%	-16%	25%	13%	-2%	-12%
CCOc1ccc(S(=O)(=O)NCCC(=O)NCCc2ccc(C(C)C)cc2)cc1
 : -1%	-7%	9%	1%	-16%	11%	28%	·	10%
Cc1cc(C)c2[nH]c(=O)c(=O)[nH]c2c1
 : 5%	-5%	2%	16%[59 µM]	26%	10%	40%[activator]	1%	23%
Cc1ccccc1Oc1cc(-n2ncc(Cl)c(Cl)c2=O)ncn1
 : 3%	i	12%	25%[59 µM]	-19%	29%	?	-5%	0%
CCC(=O)Nc1ccc(C(=O)N/N=C/c2cc(Br)c(OC)cc2OC)cc1
 : -1%	1%	15%	24%	-4%	16%	3%	-1%	-2%
COc1ccc(-c2noc(COc3ccc4c(c3)OCO4)n2)cc1
 : 1%	2%	10%	17%[59 µM]	-13%	30%	-2%	-4%	9%
Cc1ccc(C)c(S(=O)(=O)NCC(c2ccco2)S(=O)(=O)c2ccc(F)cc2)c1 (stereo unspecified)
 : 5%	-8%	-1%	7%[59 µM]	-24%	76%[activator]	22%	-3%	7%
CC(C)(C)NC(=O)Cn1c(=O)n(CC(=O)NC(C)(C)C)c2ccccc21
 : -12%	-8%	0%	12%[12.7 µM]	-10%	2%	31%[activator]	-1%	-6%
CN(C(=O)CSc1nc(C2CC2)nc2ccccc12)c1nc(-c2ccccc2)cs1
 : -4%	12%	8%	-15%	-10%	9%	11%	-3%	-4%
Cc1nn(CC(=O)NCCc2ccc(Cl)cc2)c(=O)c2cc3cc(F)ccc3n12
 : -1%	-4%	-3%	14%[59 µM]	9%	41%[activator]	3%	-1%	-2%
CCN(CC)CCNC(=O)c1c(O)c2cccc3c2n(c1=O)CCC3
 : -2%	6%	-6%	56µM*	-20%	10%	5%	68%[activator]	-13%
Cc1ccc2c(CC(=O)N3CCOCC3)coc2c1
 : 1%	·	-1%	25%	-5%	38%	-6%	-4%	-14%
O=C(Cn1nnc(-c2ccccc2)n1)N/N=C/c1cccc([N+](=O)[O-])c1O
 : -3%	-1%	0%	4%	?	29%	?	-3%	45µM*
Cc1nn(C)c2c1c(-c1ccccc1)cc(=O)n2Cc1c(F)cccc1Cl
 : -2%	i	6%	23%[59 µM]	10%	49%[activator]	15%	-4%	11%
COc1cc(/C=N/NC(=O)c2cc(-c3ccccc3)nc3ccccc23)cc(OC)c1O
 : -4%	-3%	7%	8%[0.501 µM]	-19%	11%	9%	-12%	-33%
CCc1cc(-c2n[nH]c(C)c2Oc2ccc(C(C)C)cc2)c(O)cc1O
 : -2%	-1%	3%	6%[12.7 µM]	?	-6%	13%	-20%	?
Cn1c(C2CCCCC2)nc2ccccc21
 : 11%	-2%	-12%	-12%	-6%	46%[activator]	74%[activator]	0%	-4%
COC(=O)c1ccc(-c2nc3cc(Cl)c(N)cc3s2)cc1
 : -7%	i	-4%	4%[59 µM]	10%	45%[activator]	23%	-7%	2%
CC(C(=O)OCC(=O)Nc1cccc(S(=O)(=O)N2CCOCC2)c1)N1C(=O)c2ccccc2C1=O (stereo unspecified)
 : 1%	-1%	3%	?	-26%	23%	59%[activator]	-1%	·
CC(C)(C)c1ccc(Oc2cccc(C3CC(=O)C(C4NCCc5ccccc54)C(=O)C3n3cncn3)c2)cc1 (stereo unspecified)
 : ·	-12%	2%	-9%[59 µM]	-27%	11%	?	-23%	4%
Cc1ccc(C(c2cc(Cl)c3cccnc3c2O)N2CCN(C)CC2)cc1 (stereo unspecified)
 : -2%	i	?	3.5µM*	45µM*	?	93%[activator]	-20%	22µM*
O=C(Cn1cc(C(=O)c2ccco2)c2ccccc21)Nc1ccccc1
 : 6%&-2%	-6%&8%	-19%&21%	-4%[59 µM]	0%&-3%	36%&20%	6%&6%	-1%&-3%	-3%&1%
COc1cc(CN(C)Cc2ccccc2)cc(OC)c1O
 : -7%	2%	15%	8.9µM*	-16%	26%	8%	0%	2%
CN(Cc1nc2ccccc2c(=O)[nH]1)C(=O)c1cc(C2CC2)nn1-c1ccccc1
 : -2%	1%	4%	?	1%	49%[activator]	1%	·	4%
O=C(O)CCCC(=O)Nc1ccc(Oc2ncnc3cc(Cl)ccc23)nc1
 : 5%	-6%	-5%	5%	13%	33%	13%	-2%	-4%
CN(C)c1ccc(-c2sc(Nc3ccccc3)n[n+]2-c2ccc(F)cc2)cc1
 : 27%	4%	13%	·	?	1%	?	2%	10%
COc1ccccc1NCC(=O)c1ccc(C)c(C)c1
 : 4%	-3%	4%	-8%[0.501 µM]	?	-3%	-3%	-1%	?
Clc1cccc(Cn2ncc3ccccc32)c1
 : -1%	-10%	-1%	58%[activator]	17%	50%[activator]	-21%	-5%	10%
COc1cccc(C(=O)Nc2nc(-c3nnn(-c4cc(C)ccc4C)c3C)ns2)c1
 : 10%	-6%	5%	3%[59 µM]	-31%	2%	-11%	-7%	1%
Cc1c(NC(=S)NC(NC(=O)C(C)(C)C)C(Cl)(Cl)Cl)c(=O)n(-c2ccccc2)n1C (stereo unspecified)
 : 1%	-8%	13%	?	-1%	48%[activator]	21%	2%	0%
COCCNC(=O)/C(C#N)=C/c1ccc(OCc2ccccc2)cc1
 : -8%	i	12%	?	-26%	20%	42%[activator]	-3%	?
CCOC(=O)CN[C@H]1CCC2C3CC=C4C[C@@H](O)CC[C@]4(C)C3CC[C@@]21C (stereo partly specified)
 : 0%	-5%	-3%	·	1%	28%	-23%	·	·
Cc1occc1C(=O)NNS(=O)(=O)c1ccc(Cl)cc1
 : 5%	0%	23%	19%[59 µM]	-26%	-1%	25%	-2%	-4%
O=C(c1cnc(-c2ccc(Cl)cc2)s1)c1ccc(Cl)cc1Cl
 : ·	-3%	-1%	·	-11%	15%	5%	-4%	9%
Fc1cccc(NC(=S)NCc2cccnc2)c1
 : -4%	-10%	6%	17%	-16%	37%	10%	4%	37%[activator]
COc1ccc2c(C)cc(N3CCN(c4ccc(F)cc4)CC3)nc2c1
 : 2%	i	-29%	-7%[59 µM]	-24%	10%	-29%	-10%	-34%

Look-ups from the list:
Tb PGK inh with `CCOC(=O)CN[C@H]1CCC2C3CC=C4C[C@@H](O)CC[C@]4(C)C3CC[C@@]21C` (stereo partly specified) → -5%
JMJD2A Tudor inh with `COc1ccc2c(C)cc(N3CCN(c4ccc(F)cc4)CC3)nc2c1` → -24%
